# cln2 rad14: NCI yeast anticancer drug screen, S. cerevisiae cln2 rad14 strain; AID 165; actives 8.3% (n = 78,000); % growth inhibition at 50 µM;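 note: 0% = growth of vehicle-only cultures of the same strain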
#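 Yeast carrying cln2 and rad14 alterations (cell cycle control and DNA damage repair) were exposed to compounds. Growth inhibition was measured against vehicle-treated controls.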
# yeast rad50: NCI yeast anticancer drug screen, S. cerevisiae rad50 strain; % growth inhibition at 50 µM; actives 10% (n = 79,000);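 note: 0% = growth of vehicle-only cultures of the same strain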
#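 Vehicle-treated cultures provide the reference for the growth inhibition reported for compound-exposed, repair-deficient yeast.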
# sgs1 mgt1: NCI yeast anticancer drug screen, S. cerevisiae sgs1 mgt1 strain | growth inhibition, % at 50 µM | actives 10% (n = 78,000) | AID 161;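 note: 0% = growth of vehicle-only cultures of the same strain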
#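 Growth of a repair-deficient yeast mutant was monitored after compound treatment and expressed as inhibition relative to vehicle-treated cultures.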
# yeast bub3: NCI yeast anticancer drug screen, S. cerevisiae bub3 mutant strain; growth inhibition, % at 50 µM; actives 9.9% (n = 78,000); AID 167;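 note: 0% = growth of vehicle-only cultures of the same strain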
#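 Readout: yeast growth inhibition, expressed relative to vehicle-only wells. The test organism is a mutant strain from a panel with lesions in DNA repair or checkpoint genes.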
# yeast mlh1 rad18: NCI yeast anticancer drug screen, S. cerevisiae mlh1 rad18 strain | % growth inhibition at 50 µM | actives 11% (n = 79,000);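 note: 0% = growth of vehicle-only cultures of the same strain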
#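 A repair-deficient yeast strain is exposed to test compound, and growth is scored relative to vehicle-treated controls.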
# yeast mec2-1: NCI yeast anticancer drug screen, S. cerevisiae mec2-1 strain; growth inhibition, % at 50 µM; actives 9% (n = 79,000); AID 157;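 note: 0% = growth of vehicle-only cultures of the same strain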
#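 Vehicle-treated cultures served as reference for growth inhibition of compound-exposed mec2-1 yeast.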
# * = called active by the depositor; . = no result given; & = joins results of further samples. Cut-off read from the data, not from the text of the source: active = growth inhibition above about 70%; inactive = the rest. This is a random part of the collection; overall some 14% were active at least once.
structure,cln2 rad14,yeast rad50,sgs1 mgt1,yeast bub3,yeast mlh1 rad18,yeast mec2-1
COc1cc(C2OC[C@@H]3C(=O)OC[C@H]23)cc(O)c1OC (some centres undefined),-13,3,-33,-39,-24,-2
CC(C)CCN(CCCNc1c2c(nc3ccc(Cl)cc13)CCCC2)CCC(C)C,-34,-2,-8,-1,5,-9
Brc1ccc(Cc2ccc(Br)cc2)cc1,-12,-2,27,-4,26,-7
C/C(CC(=O)Nc1cc(Cl)c(Cl)cc1Cl)=N\NS(=O)(=O)c1ccc(C)cc1,-54,-3,3,-1,3,-7
CC(C)(C)c1nc2c(o1)C(=O)c1ccccc1C2=O,92*,85*,93*,93*,92*,94*
O=C(O)c1cc(-c2ccncc2)nc2ccccc12,33,40,28,-34,-15,16
CCOC(=O)c1ccccc1OC(=O)Oc1ccccc1C(=O)OCC,-23,18,-5,-6,34,10
CCOC(=O)Nc1ccc(C2OCCS2)cc1 (centres undefined),-1,1,9,-20,10,-22
O=C1CCC2(O1)c1ccc(O)cc1Oc1cc(O)ccc12,-4,1,-17,8,-7,-24
CC(C)=CCC/C(C)=C/CC/C(C)=C/CC/C(C)=C/C=C/C=C(\C)CC/C=C(\C)CC/C=C(\C)CCC=C(C)C,-1,-23,-31,-53,-62,-8
COP(=O)(OC)C(Cc1cn(C(C)=O)c2ccccc12)C(=O)O (centres undefined),-25,-53,-57,-27,-38,-70
COc1ccc2c[n+](C)c3c4cc(OC)c(OC)cc4ccc3c2c1,7,23,15,-25,11,7
O=C1c2ccccc2C(=O)N1CC#CCN1C(=O)c2ccccc2C1=O,-5,-7,20,-3,-6,-32
COc1ccc(/C=C/c2ccnc3ccccc23)cc1,89*,90*,90*,86*,86*,92*
Nc1ccc([N+](=O)[O-])c(C(F)(F)F)c1,-14,14,4,-7,23,-34
Cc1cccc(/C=C(\C#N)C(=O)c2ccccc2)c1,6,-11,-14,-5,21,15
CCN(CC)c1nc(NNS(=O)(=O)c2ccccc2)nc(N(CC)CC)n1,-13,-4,4,-4,11,-5
c1cc2c(cc1CSCc1c(CSCc3ccc4c(c3)OCO4)c(CSCc3ccc4c(c3)OCO4)c(CSCc3ccc4c(c3)OCO4)c(CSCc3ccc4c(c3)OCO4)c1CSCc1ccc3c(c1)OCO3)OCO2,-39,-1,-1,3,9,-9
O=C(c1cccc([N+](=O)[O-])c1)N1CCCCC1,-17,1,16,4,-5,-12
CC(/C=C/NNC1=NC(c2ccccc2)C(c2ccccc2)=NN1)Sc1ccccc1N (centres undefined),91*,93*,91*,93*,91*,93*

# Three of the compounds above, with values under each structure:
# The line under a structure holds: cln2 rad14, yeast rad50, sgs1 mgt1, yeast bub3, yeast mlh1 rad18, yeast mec2-1
> CCOC(=O)c1ccccc1OC(=O)Oc1ccccc1C(=O)OCC
 : -23, 18, -5, -6, 34, 10
> c1cc2c(cc1CSCc1c(CSCc3ccc4c(c3)OCO4)c(CSCc3ccc4c(c3)OCO4)c(CSCc3ccc4c(c3)OCO4)c(CSCc3ccc4c(c3)OCO4)c1CSCc1ccc3c(c1)OCO3)OCO2
 : -39, -1, -1, 3, 9, -9
> O=C(O)c1cc(-c2ccncc2)nc2ccccc12
 : 33, 40, 28, -34, -15, 16

# Following part:
structure,cln2 rad14,yeast rad50,sgs1 mgt1,yeast bub3,yeast mlh1 rad18,yeast mec2-1
CCN(CC)CC1CCCCN1CC(=O)N1c2ccccc2NC(=O)c2ccccc21 (centres undefined),-6,-7,5,-2,6,-3
CCN(CC)CCOc1ccc(/C=C/c2ccccc2)cc1,57,73*,94*,93*,78*,78*
O=[N+]([O-])c1ccc(F)cc1C(F)(F)F,-10,19,32,0,44,-17
O=[N+]([O-])c1ccc(N=Nc2ccc3ccccc3c2O)cc1,-50,-27,13,17,-3,15
S=C(Oc1ccccc1)Oc1ccc2ccccc2c1,-7,10,-10,15,-12,-7
CC/C(=C(\CC)c1ccc(O)c(CN(C)C)c1)c1ccc(OC)cc1,98*,98*,100*,95*,99*,86*
COc1cc(O)c(C(C)=O)c(O)c1O,-37,-20,-3,5,6,-13
COC(=O)c1c2c(cc3c1CC1(Cc4cc5c(cc4C1)CCC5)C3)CCC2,1,-12,-6,15,4,-12
O=C(Nc1nc2ncn(CCI)c2c(=O)[nH]1)c1ccccc1,-1,-8,6,7,-14,7
COc1cc2cnc(-c3ccc(Cl)c(Cl)c3)cc2cc1OC,1,7,1,-5,-2,7
N#CC1C(=O)NC(=O)C(C#N)C1c1ccc(Cl)cc1Cl (centres undefined),22,39,33,-4,20,10
[O-][n+]1cscc1-c1nc2ccccc2[nH]1,10,7,-3,-8,-8,-13
Cc1ccccc1N1C(N)=C(C#N)C(C#N)(C#N)C1c1ccccc1 (centres undefined),-11,9,-15,-12,88*,22
N[C@H]1c2c(Br)sc(Br)c2C(=O)[C@H]1O,2,-23,-21,-24,-45,-26
CC1(c2cccs2)C(=O)N(Cl)C(=O)N1Cl (centres undefined),-11,14,8,8,-10,2
COc1ccc2c(c1)C(C)(C)CC/C2=N\NC(N)=O,-52,-5,10,5,-8,-4
O=C(Nc1cccc(Cl)c1Cl)c1cc(/C=C/c2ccc([N+](=O)[O-])cc2)on1,9,-21,-13,-8,-4,1
CC(C)(C)c1cc(C(=O)O)c2c(c1)C(=O)OC2(c1ccccc1)c1ccccc1C(=O)O (centres undefined),10,29,6,9,31,8
COc1cc(CC(=O)O)ccc1OCc1ccccc1,-2,-2,0,0,-3,4
CC(=O)OC1CC[C@@]2(C)C(CC[C@]3(C)C2CC=C2[C@@H]4C(C)[C@H](C)CCC4(C)CCC23C)[C@@]1(C)C(=O)O (some centres undefined),3,1,16,48,16,15
CC1(C)OCC(CO)([N+](=O)[O-])CO1,-57,14,-1,2,-13,-6
CCN(CC)C(=N)N,-34,-12,-27,-22,-14,-2
c1ccc(N=C(C(=Nc2ccccc2)c2ccccn2)c2cccnc2)cc1,-1,14,5,-2,1,6
Fc1c(F)c(-c2c(F)c(F)c(Br)c(F)c2F)c(F)c(F)c1Br,6,2,-7,21,-1,-15
COC(=O)C(=C(C)C)S(=O)c1ccccc1 (centres undefined),-16,-10,-4,-14,3,1
CCOC(=O)CN(C)S(=O)(=O)c1ccc(C)cc1,-23,-9,2,-1,-41,-11
Cc1cccc(SC(=O)Nc2cc([N+](=O)[O-])ccc2Cl)c1,11,7,12,18,20,4
CCCCCCc1nn2c(-c3ccncc3)nnc2s1,33,-6,16,20,-1,15
CCOC(=O)c1nnc(-c2ccccc2)nc1Cl,-13,-3,0,4,4,3
CC(CN(C)C)C(/C=C/c1ccccc1)=N\NC(=O)c1ccccc1 (centres undefined),3,3,3,-18,-4,13
S=C(SC1C=CCC1)N1CCOCC1 (centres undefined),-42,16,14,10,-14,-3
CCC[C@@H]1C(=O)N=C(N)N1C(=O)OCc1ccccc1,2,19,8,-6,2,8
COCCOC(=O)Nc1c(Cl)cccc1Cl,5,1,-8,-26,-8,-18
O=C1C=C(C2=CC(=O)C(=O)c3ccccc32)c2ccccc2C1=O,-5,28,7,53,35,9
CC1/C(=N\O)CC2C3(C)CCC2(C(C)C(=O)O)C(=O)C13 (centres undefined),9,5,2,9,21,9
COc1ccc(Sc2cccc(Cl)c2)c(C(=O)O)c1,4,-22,-27,-1,6,-18
O=C(O)CSC(CC(=O)O)C(=O)O (centres undefined),9,10,18,22,4,-9
O=C(O)COc1c(Cl)cc(F)cc1Cl,-20,-8,-9,-2,1,-18
CCCCCCCCCCCCCCCC(=O)O[C@H]1CC[C@@]2(C)C(=CC[C@H]3[C@@H]4CC[C@H]([C@H](C)CCCC(C)C)[C@@]4(C)CC[C@@H]32)C1,10,-21,-16,-21,-17,-29
C1COC2OCCOC2O1 (centres undefined),-3,5,5,1,1,-2
N#Cc1c(-c2ccccc2)c(C#N)c(=S)n(C2OCC(O)C(O)C2O)c1N (centres undefined),-38,-24,-10,3,-15,-2
COC1OC2COC(c3ccccc3)OC2C2OC12 (centres undefined),3&-4&-3&8,-19&-7&-8&-18,.,-19&-4&-3&-11,-12&-13&-20&-13,-7&6&-2&-10
CCc1nc(N)nc(N)c1-c1ccc(NCCN)c(N)c1,-6,3,5,12,8,6
CN(N=Nc1ccc(C(N)=O)cc1)C(C)(C)C,-11,18,23,11,17,20
CC(=O)CCN1Cc2cc3c(cc2C(O)C1)OCO3 (centres undefined),-11,-20,-2,-7,7,-27
Cn1cc(C(=O)c2ccccc2)c2ccccc2c1=O,8,42,24,32,16,-4
OCC(O)C(O)Cc1cnc(C(O)C(O)C(O)CO)cn1 (centres undefined),-20,7,-7,-9,6,6
O=c1cc(-c2ccccc2)c2ccc(O)cc2o1,3,-12,20,2,-1,1
O=C(O)CSSCC(=O)O,23,0,-19,-10,-24,-17
O=C/C=C/CCOCc1ccccc1,8,7,2,-24,-5,-2
O=C(Nc1ccc2c(c1)Cc1cccc(F)c1-2)C(F)(F)F,-2,5,3,37,7,-1
[O-]/[N+](=C\c1cccc(O)c1)c1ccccc1,-21,-2,12,-6,15,16
Cc1ccc(-c2noc(CC(=O)c3ccc([N+](=O)[O-])cc3)n2)cc1,.,14,.,.,39,6
O=C(Nc1ccc(Cl)cc1)C(Cl)C(Cl)c1ccc(Cl)cc1 (centres undefined),-22,-16,-8,9,-23,-6
CCOC(=O)NC(Nc1ccc([N+](=O)[O-])cc1)(C(F)(F)F)C(F)(F)F,32,45,23,42,59,40
N#C/C(=C\C1C(Cl)CCCC1Cl)C1CCC([N+](=O)[O-])CC1 (centres undefined),-4,21,22,34,18,24
O=C(NCCc1c[nH]c2ccccc12)C1CC1,-32,-40,-15,7,-26,17
COC1OC(COS(=O)(=O)c2ccc(C)cc2)C(N(C)C(C)=O)C1OS(=O)(=O)c1ccc(C)cc1 (centres undefined),-2,9,17,2,1,-8
Cc1nn(C(=O)Cc2ccccc2)c2c1C(c1ccc(O)cc1O)SC(N)=N2 (centres undefined),1,-39,-36,-16,-36,-23
Cc1cccc(-c2nnc(-c3cccc4ccccc34)o2)c1,14,9,44,26,13,-29

# Remaining list, next part:
structure,cln2 rad14,yeast rad50,sgs1 mgt1,yeast bub3,yeast mlh1 rad18,yeast mec2-1
CC(=O)N1CCCCC1C/C(C)=N/O (centres undefined),-6,4,-6,1,3,12
CCOC(=O)n1oc2ccc(Br)cc2c1=O,45,53,76*,62,65,58
O=[N+]([O-])c1ccc(CCn2cnc3c(N(CCO)CCO)ncnc32)cc1,-54,-8,4,7,-14,-1
C/C(=N\NC(=S)NCCCNC(=S)N/N=C(\C)c1ccccn1)c1ccccn1,83*,82*,86*,83*,89*,82*
CCCc1c(N)nc(N)nc1N,-49,3,-6,7,-8,2
CCCN=Cc1cc(Cc2ccc(O)c(C=NCCC)c2)ccc1O,91*,91*,92*,91*,89*,92*
Nc1ccc(C(=O)NN2C(=O)C(Cl)C2c2cc(Br)ccc2O)cc1 (centres undefined),-32,29,31,29,11,12
O=C(c1ccccc1)c1ccc(N2CCOCC2)cc1,5,-29,24,-8,-6,-45
Nc1cccc(Cl)c1N,-34,-16,11,-5,9,-6
Cc1cc(-c2ccc(Cl)cc2)c(C#N)c(=S)n1C1OC(CO)C(O)C(O)C1O (centres undefined),3,-19,-5,-3,3,-11
O=S(=O)(c1ccccc1)c1ccc(O)cc1,-30,-21,-17,-8,-16,-24
Cc1ccc(S(=O)(=O)OC2CCCCC2c2ccccc2)cc1 (centres undefined),-8,-2,-10,-15,-4,6
COC1OC(COC(=O)c2ccc([N+](=O)[O-])cc2)C(OC(=O)c2ccc([N+](=O)[O-])cc2)C1OCc1ccccc1 (centres undefined),-2,41,16,-5,-3,-16
ClCCOCCOc1c(Cl)cc(Cl)c(Cl)c1Cl,-27,58,44,60,71*,28
CC[N+](C)(CC)CC[N+]1(C)CCCCCCC1,-41,13,6,10,16,5
O=C(O)c1cccc(Sc2ccccc2)c1,-1,0,8,-19,17,9
O=C(Nc1cccc([N+](=O)[O-])c1)c1ccc(Cl)cc1,-50,-6,8,-10,-4,-11
CN(C)CC1CCC(=C2CCCC2)C1=O (centres undefined),6,-9,12,4,21,-11
O=C1Nc2c(Cl)cccc2C1=O,-27,-26,-3,-6,5,-4

# Entries of single compounds, quoted from the list.
# Record of O=[N+]([O-])c1ccc(CCn2cnc3c(N(CCO)CCO)ncnc32)cc1 = cln2 rad14 = -54; yeast rad50 = -8; sgs1 mgt1 = 4; yeast bub3 = 7; yeast mlh1 rad18 = -14; yeast mec2-1 = -1
# Record of CC(=O)N1CCCCC1C/C(C)=N/O (centres undefined) = cln2 rad14 = -6; yeast rad50 = 4; sgs1 mgt1 = -6; yeast bub3 = 1; yeast mlh1 rad18 = 3; yeast mec2-1 = 12

# High-throughput results from PubChem.
